mcGAS lum = cyclic GMP-AMP synthase inhibitors, mouse, primary biochemical chemiluminescence; Q8C6L5; inhibition, % at 12.5 µM; recombinant cGAS, Kinase-Glo ATP depletion luminescence; 0.15% of 160,000 active;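 further: 0% = negative control wells and 100% = reference inhibitor with no enzyme activity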
NPYLR7 ag = agonists of mosquito NPYLR7 receptor, primary screen, cell-based, Aedes aegypti, calcium fluorescence, mosquito biting behavior. Aedes aegypti neuropeptide Y-like receptor 7 (NPYLR7). HEK293T NPYLR7/Galpha15, GCaMP6s calcium fluorescence. activation, % at 10 µM. 0.15% of 270,000 active. AID 1259423, 2018; in the data active means activation above about 40%;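 further: 0% = vehicle and 100% = reference agonist at the receptor; some compounds past the cut are filed as inactive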
hcGAS lum = Primary biochemical luminescence assay for human cyclic GMP-AMP synthase inhibitors. 0.081% of 290,000 active. recombinant h-cGAS, ATP depletion, Kinase-Glo luminescence. Q8N884. inhibition, % at 12.5 µM. AID 1259398, 2018;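 further: 0% = vehicle reaction and 100% = reaction without DNA for no activity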
Target sequence (Q8N884 whole entry, looked up): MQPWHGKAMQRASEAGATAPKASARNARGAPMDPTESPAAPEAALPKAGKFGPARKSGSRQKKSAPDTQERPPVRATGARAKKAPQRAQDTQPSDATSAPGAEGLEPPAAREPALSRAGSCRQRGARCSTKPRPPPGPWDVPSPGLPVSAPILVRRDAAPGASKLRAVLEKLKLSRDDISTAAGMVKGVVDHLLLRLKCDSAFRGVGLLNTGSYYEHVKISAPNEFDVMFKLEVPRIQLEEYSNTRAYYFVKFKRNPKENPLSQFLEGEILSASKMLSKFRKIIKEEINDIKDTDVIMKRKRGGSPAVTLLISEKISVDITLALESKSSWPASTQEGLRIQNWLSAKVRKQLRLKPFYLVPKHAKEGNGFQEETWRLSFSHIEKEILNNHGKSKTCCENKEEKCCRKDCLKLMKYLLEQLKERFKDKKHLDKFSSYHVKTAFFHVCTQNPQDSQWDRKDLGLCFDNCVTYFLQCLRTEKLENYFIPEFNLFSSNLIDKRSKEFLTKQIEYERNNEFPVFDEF
Active calls of the source: *; nt = no result given. Unless noted, no stated cut-off is given here; in the data, active means inhibition above about 40%; inactive means the rest. An unsorted share of the library. About 0.29% of those tested had a hit in this group.

SMILES | mcGAS lum | NPYLR7 ag | hcGAS lum
COc1ccccc1CN(Cc1ccc2c(C)cc(=O)oc2c1)C1CC1 | nt | 6 | -1
O=C(NC(Cc1ccccc1)C(=O)Nc1nnc(-c2cccc(Cl)c2)s1)c1cccc(Br)c1 (stereo not drawn) | -6 | 16 | -5
CCc1ccccc1NC(=O)c1c(NC(=O)c2cccc(Cl)c2)sc2c1CCCC2 | -8 | 0 | -6
O=C(O)c1cccc(NS(=O)(=O)c2cccc(C(=O)Nc3ccc(F)cc3)c2)c1 | -6 | 1 | -4
c1ccc2c(c1)CCCC2Sc1nnc(NCC2CCCO2)s1 (stereo not drawn) | nt | 1 | 3
COc1cccc(C(CN2CCN(C(=O)c3cccn3C)CC2)OCc2cccc(Cl)c2)c1 (stereo not drawn) | -5 | 7 | -5
C=CCN1C[C@@H]2C[C@@H](C(N)=O)N(C(=O)CC(=O)OCC)c3cccc(c32)C1=O | -9 | 1 | -1
CCCc1cnc(C)nc1N1CCC(Cc2cccc(C(N)=O)c2)C1 (stereo not drawn) | nt | 5 | -1
CC(N)=C(C#N)C(=O)Cn1cc(C(F)(F)F)cc(Cl)c1=O | nt | 14 | -4
O=C(COc1coc(CN2CCc3ccccc32)cc1=O)N1CCCCC1 | -8 | 2 | -7
CN(C)c1ccc(NC(=O)NCc2cc(C#N)ccc2F)cn1 | nt | -2 | -8
C=CCn1c(=NC(=O)c2ccc(S(C)(=O)=O)cc2)sc2cc(F)cc(F)c21 | nt | 6 | -5
COc1ccc(Cl)c2sc(N(CCN(C)C)C(=O)c3ccn(C)n3)nc12 | -6 | nt | -10
C=C(C)Cn1c(=O)c2c(nc3n2CCCN3c2ccc(C)cc2)n(C)c1=O | nt | 4 | -10
O=C(CCN(Cc1ccco1)c1nc(-c2cccc(Br)c2)nc2ccccc12)NCc1cccc(C(F)(F)F)c1 | -5 | 14 | -6
Cc1nc(SCCCn2c(=O)c3c(ncn3C)n(C)c2=O)c2c(C)c(C)sc2n1 | nt | 0 | -1
Cc1ccc(-c2nnc(SCCCC(=O)N3CCN(C(=O)c4cccc([N+](=O)[O-])c4)C(C)C3)n2-c2cccc(C)c2)cc1 (stereo not drawn) | -3 | 8 | -1
CC1CCN(C2=C(c3c(-c4ccccc4)[nH]n(C)c3=O)C(=O)N(C3CCCCC3)C2=O)CC1 | -7 | 23 | -3
O=c1c2nnn(-c3ccc(F)cc3)c2ncn1Cc1ccc(Br)cc1 | nt | 1 | 6
COCC1CCCN(C(=O)c2cn(CCc3ccccc3)nn2)C1 (stereo not drawn) | -7 | 2 | -6

Laid out differently: 16 of the compounds above
Compound	mcGAS lum	NPYLR7 ag	hcGAS lum
COc1ccccc1CN(Cc1ccc2c(C)cc(=O)oc2c1)C1CC1	nt	6	-1
O=C(NC(Cc1ccccc1)C(=O)Nc1nnc(-c2cccc(Cl)c2)s1)c1cccc(Br)c1 (stereo not drawn)	-6	16	-5
CCc1ccccc1NC(=O)c1c(NC(=O)c2cccc(Cl)c2)sc2c1CCCC2	-8	0	-6
O=C(O)c1cccc(NS(=O)(=O)c2cccc(C(=O)Nc3ccc(F)cc3)c2)c1	-6	1	-4
c1ccc2c(c1)CCCC2Sc1nnc(NCC2CCCO2)s1 (stereo not drawn)	nt	1	3
COc1cccc(C(CN2CCN(C(=O)c3cccn3C)CC2)OCc2cccc(Cl)c2)c1 (stereo not drawn)	-5	7	-5
C=CCN1C[C@@H]2C[C@@H](C(N)=O)N(C(=O)CC(=O)OCC)c3cccc(c32)C1=O	-9	1	-1
CCCc1cnc(C)nc1N1CCC(Cc2cccc(C(N)=O)c2)C1 (stereo not drawn)	nt	5	-1
CC(N)=C(C#N)C(=O)Cn1cc(C(F)(F)F)cc(Cl)c1=O	nt	14	-4
O=C(COc1coc(CN2CCc3ccccc32)cc1=O)N1CCCCC1	-8	2	-7
CN(C)c1ccc(NC(=O)NCc2cc(C#N)ccc2F)cn1	nt	-2	-8
C=CCn1c(=NC(=O)c2ccc(S(C)(=O)=O)cc2)sc2cc(F)cc(F)c21	nt	6	-5
COc1ccc(Cl)c2sc(N(CCN(C)C)C(=O)c3ccn(C)n3)nc12	-6	nt	-10
C=C(C)Cn1c(=O)c2c(nc3n2CCCN3c2ccc(C)cc2)n(C)c1=O	nt	4	-10
O=C(CCN(Cc1ccco1)c1nc(-c2cccc(Br)c2)nc2ccccc12)NCc1cccc(C(F)(F)F)c1	-5	14	-6
Cc1nc(SCCCn2c(=O)c3c(ncn3C)n(C)c2=O)c2c(C)c(C)sc2n1	nt	0	-1

Next section.
SMILES | mcGAS lum | NPYLR7 ag | hcGAS lum
CN(C)CCN(Cc1ccccc1)C(=O)c1cc(-c2ccccc2F)nc2cc(-c3ccccc3)nn12 | -4 | -10 | 2
COC(=O)c1cccc(CN(CC(=O)N(CCc2ccccc2)Cc2ccc(C)o2)CC2CCCO2)c1 (stereo not drawn) | -1 | nt | -2
COc1ccc(OC)c(-c2nc(CN3CCC(OCc4ccccn4)CC3)c(C)o2)c1 | -2 | 1 | -3
CCN(CC)C(=O)Oc1ccc2c(ccn2Cc2c(Cl)ccc(C)c2F)c1-c1ccc(C#N)cc1 | -4 | -1 | 0
OC(c1ccccc1)c1nncn1-c1cccc(F)c1 (stereo not drawn) | -2 | -8 | -2
O=C(CSCc1ccccc1)NCCn1ncccc1=O | nt | 2 | -9
Cn1ccnc1CN1CCN(c2ncccn2)CC1C(=O)O (stereo not drawn) | -10 | 4 | -4
Cc1ccc2nc(-c3cccc(NC(=O)c4cccc(Cl)c4Cl)c3)oc2c1 | -4 | -1 | -4
O=C1Cc2cc(-c3cccc(-n4cccn4)c3)ccc2N1 | nt | -4 | -4
O=C(CCc1ccccc1)N1CCN(C(C(=O)N2CCSCC2)C2CCCC2)CC1 (stereo not drawn) | 1 | -11 | 3
CCN1CCCC1CNC(=O)CCC1CCN(Cc2ccc3cc(Cl)ccc3n2)CC1 (stereo not drawn) | nt | 10 | -10
CCC(C)C(=O)N1CCN(c2nc3cc(C)c(C)cc3nc2-c2ccccc2)CC1 (stereo not drawn) | -8 | 5 | -6
CCc1nn(C)c(CC)c1C(=O)NCc1ccco1 | -3 | -1 | 0
COCCN(CC(=O)Nc1nc(CC(=O)NCc2ccco2)cs1)C(=O)c1ccccc1 | 0 | -8 | -1
CC(=O)c1ccc(S(=O)(=O)N2CCN(C(c3ccccc3)c3ccc(Cl)cc3)CC2)cc1 (stereo not drawn) | -4 | -1 | -3
CCOC(=O)c1cc(-c2ccc(N3CCN(C(=O)CCCCC(=O)OC)CC3)cc2)n(-c2cccc(F)c2)n1 | 3 | -5 | 6
Brc1ccc(-c2noc(-c3ccc4c(c3)OCO4)n2)o1 | nt | 1 | 9
O=c1c2ccccc2c(-c2ccccc2)nn1Cc1nc(C2CC2)n[nH]1 | -11 | 3 | 0
O=C(C1CCCC1)N1C(=Nc2ccccc2)SCc2ccccc21 | nt | 9 | -6
CCCCN1C(=O)C(=Cc2ccccn2)SC1=S | -6 | 2 | -6
Cc1c(C(=O)N(C)Cc2ccc(F)cc2)sc(=O)n1Cc1ccc(C(=O)N(C)C)cc1 | nt | 1 | -6
O=C(CN1CCN(c2cnn(-c3nc4ccccc4[nH]3)c(=O)c2Cl)CC1)N1CCCCCC1 | nt | 2 | -2
CCc1nc2ccc(C(=O)N(C)CCN(C)C)cn2c1N(C)CCC(C)C | -4 | -5 | -2
CCCCc1nc(N2CCN(C(=O)c3ccc(OC)cc3)CC2)c2c(-c3ccccc3)noc2n1 | -3 | 15 | -3
CCc1nc2ccc(C(=O)NCc3ccc(OC)cc3)cn2c1N(C)C(=O)Cc1ccccc1 | -4 | -2 | -5
CCOC(=O)CCn1c(=O)c2c(nc3n(-c4ccc(OCC)cc4)c(C)cn23)n(C)c1=O | nt | 0 | -1
CCC1=NN(C(=O)c2ccccc2[N+](=O)[O-])C(O)(C(F)(F)F)C1 (stereo not drawn) | nt | 4 | -10
Cc1c(N2C(=O)CSC23C(=O)Nc2ccccc23)c(=O)n(-c2ccccc2)n1C (stereo not drawn) | -5 | 14 | -8
Cc1cc([N+](=O)[O-])nn1CC(=O)N(C)Cc1ccccc1 | -3 | -2 | -7
O=C1CN(CCc2ccc(F)cc2)C2CS(=O)(=O)CC2N1c1cccc(Cl)c1 (stereo not drawn) | nt | -8 | -7
Cc1ccccc1-c1noc(CCC(=O)NC(C)c2cn3ccsc3n2)n1 (stereo not drawn) | -8 | 2 | 2
c1ccc(O[C@H]2CN(c3ccccn3)[C@H]3Cc4c([nH]c5ccccc45)[C@@H]2C3)nc1 | -6 | 35 | -1
COc1ccc(N2CCN(c3cc(C(C)(C)C)nc(SCc4cccc(C(=O)NC5CC5)c4)n3)CC2)cc1 | -4 | 6 | -6
COc1cccc(N2C(=O)C3N=NN(c4ccc(C)c(C)c4)C3C2=O)c1 (stereo not drawn) | -5 | nt | -1
O=C(c1cccs1)N1CCN(S(=O)(=O)c2ccc3c(c2)OCCCO3)CC1 | -2 | 3 | 6
COCCCN(Cc1cccn1Cc1cccc(F)c1)C(=O)c1ccc(C(C)(C)C)cc1 | -7 | 19 | -8
Cc1[nH]nc(CCC(=O)N2CC(c3cccnc3)C2)c1C | nt | 8 | -3
COc1cccc(NC(=O)N2CCSC2c2ccc(C(C)(C)C)cc2)c1 (stereo not drawn) | -4 | -3 | -8
COCc1nc(-c2cccc(CN3CCN(C(=O)c4cccc(C(C)C#N)c4)CC3)c2)no1 (stereo not drawn) | -9 | 5 | -5
CC(=O)O[C@@H](C)C(=O)N1CCN(c2ncccc2C(=O)NCC2CCCO2)CC1 (stereo partly drawn) | 0 | -4 | 0

Part of the list above in another layout.
CC1CCN(C2=C(c3c(-c4ccccc4)[nH]n(C)c3=O)C(=O)N(C3CCCCC3)C2=O)CC1
- mcGAS lum = -7
- NPYLR7 ag = 23
- hcGAS lum = -3

O=c1c2nnn(-c3ccc(F)cc3)c2ncn1Cc1ccc(Br)cc1
- mcGAS lum = nt
- NPYLR7 ag = 1
- hcGAS lum = 6

(listing goes on)
SMILES | mcGAS lum | NPYLR7 ag | hcGAS lum
CN(Cc1ccccc1)C(=O)c1nc2ccccn2c1CNCCCc1ccccc1 | -5 | -7 | -2
Cc1ccc(N2CCn3c2nn(CC(=O)N2CCCC2)c(=O)c3=O)cc1 | nt | 11 | -9
C#CCOCC(O)CN(Cc1ccc2c(c1)OCO2)Cc1cccc(OC)c1OC (stereo not drawn) | -5 | 29 | -4
CCCCNC(=O)COC(=O)c1ccc(N)c([N+](=O)[O-])c1 | 0 | 1 | -8
O=C(c1cccs1)N(Cc1nccn1Cc1ccc(Cl)c(Cl)c1)CC1CC1 | -5 | 7 | -7
COc1ccc(CC(=O)Nc2cc(C)nn2-c2nc3c(cnn3-c3ccc(Cl)cc3)c(=O)[nH]2)cc1 | -9 | nt | -11
CS(=O)(=O)c1ccc(C(=O)Nc2ccc(Oc3cnccn3)cc2)cc1 | nt | -3 | 3
COc1ccc(CCNC(=O)c2cccnc2N2CCN(C(=O)CCCOc3ccccc3)CC2)cc1OC | -7 | 20 | -8
CCCC(C)NC(=O)COC(=O)Cc1ccc(-c2ccccc2)cc1 (stereo not drawn) | -6 | -3 | -6
O=C(COc1ccccc1)NCc1nnc(SCC(=O)Nc2ccccc2F)n1-c1ccc(F)cc1 | nt | -5 | -2
O=C(NCc1ccccc1)c1coc(Br)c1 | nt | 1 | -12
COCCNC(=O)c1c(N)n(/N=C\c2ccc(C)cc2)c2nc3ccccc3nc12 | -7 | -1 | -5
Brc1ccc(-c2cnc(-c3ccccc3)o2)cc1 | nt | 8 | -8
CC(C)N(Cc1cccc(OS(C)(=O)=O)c1)C(=O)Nc1ccc(F)c(Cl)c1 | -4 | 10 | -5
COc1ccccc1NS(=O)(=O)c1c(N)n(C)c(=O)n(C)c1=O | -1 | 0 | -1
CCCC(=O)N1CCC(N2CCC(Cc3cccc(C(=O)O)c3)C2)CC1 (stereo not drawn) | nt | 7 | -4
O=S(=O)(NCc1ccc2c(c1)OCO2)c1ccc(-c2ccccc2)cc1 | -6 | 2 | -2
CS(=O)(=O)c1ccc(C(=O)C=Cc2cccs2)cc1 | 2 | 0 | 1
COc1ccc(C(=O)N2CCCC(OCc3cccc(C(F)(F)F)c3)C2)cc1 (stereo not drawn) | nt | -4 | 1
O=C(c1cnn(Cc2ccccc2)c1)N1CC=CCC1 | nt | 13 | -3
Cc1cccc(C(=O)NCC(c2ccc3c(c2)CCN3C)N2CCN(C)CC2)c1 (stereo not drawn) | nt | 6 | -3
CCOC(=O)c1nn(-c2ccccc2C)c(=O)cc1OCC(=O)N1CCN(c2ccccc2)CC1 | nt | 12 | -6
Cc1nc(SCCO)c2c3c(sc2n1)CCC3 | 5 | -1 | 6
O=C(NC1CCCc2c1cnn2-c1ccc(F)cc1F)c1ccccn1 (stereo not drawn) | nt | 15 | -6
COC(=O)c1cc2n(n1)CCCN(C1CCN(S(C)(=O)=O)CC1)C2 | nt | 5 | -6
Cc1ccc(C(=O)Oc2coc(CSc3nc(C)cs3)cc2=O)cc1 | -3 | 18 | -2
Cc1cccc(C(=O)Nc2ccc(Nc3cc(-n4cccn4)nc(C)n3)cc2)c1 | -8 | -4 | -7
O=C(CCc1c[nH]c2ccccc12)NCc1cc(-c2cccnc2)no1 | nt | 11 | -9

Compound activity: PubChem, Fisher Drug Discovery Resource Center
